Statin myotox sup = suppression of simvastatin myotoxicity; C2C12 myotubes + simvastatin, ATP luminescence, 48 h; scaled: DMSO 0, geranylgeraniol control 100; rescue of ATP level, % at 7.49 µM; 330,000 tested, 0.78% active;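 active means mean ATP rescue above about 67%, or every replicate alone reaching that limit, limit read from the data, passing the limit was not always enough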;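 further: myotubes were challenged with 10 µM simvastatin during compound exposure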
esBAF inh = SWI/SNF esBAF complex inhibition. reporter increase, % at 12.5 µM. mouse ES cells, Bmi1-luciferase knock-in reporter, 24 h; 100% = twice the neutral-well signal. 350,000 tested, 2% active; in the data active means activation above about 40%;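 further: 0% = median of the plate's neutral control wells and 100% = double that signal; a rise in the Bmi1 reporter signal indicates esBAF inhibition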
ERp5 block = inhibitors of human ERp5. 350,000 tested, 0.05% active. inhibition, % at 9.99 µM. Q15084. ERp5 insulin aggregation, absorbance 650 nm, 90 min;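 active means mean replicate inhibition above about 25%, with every replicate also reaching it, limit read from the data, passing the limit was not always enough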
Target sequence (Q15084 whole entry, looked up): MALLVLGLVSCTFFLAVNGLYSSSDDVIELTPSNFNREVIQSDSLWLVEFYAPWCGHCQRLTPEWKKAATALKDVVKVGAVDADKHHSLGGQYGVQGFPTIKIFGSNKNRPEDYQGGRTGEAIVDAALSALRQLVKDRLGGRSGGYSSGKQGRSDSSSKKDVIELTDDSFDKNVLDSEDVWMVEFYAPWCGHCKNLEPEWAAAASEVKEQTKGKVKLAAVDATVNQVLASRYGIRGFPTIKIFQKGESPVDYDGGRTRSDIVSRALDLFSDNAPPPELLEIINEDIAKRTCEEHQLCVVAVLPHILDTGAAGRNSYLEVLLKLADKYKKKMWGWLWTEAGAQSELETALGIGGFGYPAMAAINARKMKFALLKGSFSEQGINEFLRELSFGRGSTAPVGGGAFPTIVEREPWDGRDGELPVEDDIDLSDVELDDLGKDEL
miR-122 sensor = blocks miR-122 activity in Huh7 sensor cells | 340,000 tested, 0.3% active | AID 602342 | activation (reporter increase), % at 12.5 µM | Huh7 miR-122 Renilla luciferase sensor, 48 h; neutral wells = 0, positive control = 100;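 active means mean replicate activation score at least 90 and every replicate individually at or above 90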;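 further: higher luciferase means less miR-122 activity so hits act as miR-122 inhibitors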
Cneo AK release = Cryptococcus neoformans lysis via adenylate kinase release; C. neoformans lysis, adenylate kinase release luminescence, 4 h; normalised: neutral wells 0, clomiphene wells 100; lysis activity, % at 15 µM; 360,000 tested, 0.2% active; AID 651654;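 active means mean lysis activity across replicates of at least 80%, whatever share of replicates individually reach that level; inactive means mean lysis activity below 80%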
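Assay system: log-phase C. neoformans yeast / Quantity: yeast cell density of 5 × 10^6 cells/mL / Medium: fresh YPD growth medium / Compound: single dose / Timing: static 4 h at 37 °C with compound, 1 h detection / Measured by: adenylate kinase release luminescence / Read-out: lysis from increased AK signal / Benchmarks: Clomiphene as positive lysis control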
ARNT TACC3 PPI = ARNT/TACC3 interaction disruption; Q9Y6A5; AlphaScreen His-ARNT PAS-B/GST-TACC3 binding, luminescence; TACC3 fragment carries E629A point mutation; 390,000 tested, 0.66% active; inhibition, % at 9.99 µM;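 active means mean inhibition of replicates at least 50% and at least half of replicates each reaching 50%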;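 further: 0% = complete ARNT plus TACC3 wells and 100% = ARNT alone without TACC3; many hits fall short of the cut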
SIRT5 block = inhibitors of human sirtuin-5 desuccinylase; inhibition, % at 15 µM; 330,000 tested, 1.1% active; Purified SirT5, succinyl-peptide AMC, trypsin-coupled fluorescence; Q9NXA8; in the data active means inhibition above about 15%
Target sequence (Q9NXA8 whole entry, looked up): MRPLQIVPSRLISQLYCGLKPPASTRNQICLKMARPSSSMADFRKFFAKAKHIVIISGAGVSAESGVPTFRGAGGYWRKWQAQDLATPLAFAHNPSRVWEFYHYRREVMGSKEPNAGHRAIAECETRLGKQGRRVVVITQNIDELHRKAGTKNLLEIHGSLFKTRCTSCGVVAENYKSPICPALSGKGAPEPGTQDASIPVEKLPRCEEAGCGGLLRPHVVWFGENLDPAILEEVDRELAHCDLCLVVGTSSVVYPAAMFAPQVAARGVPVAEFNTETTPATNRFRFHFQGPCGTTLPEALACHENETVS
Numbers without * were called inactive; . = not tested or not shown; & = joins results of further samples; [ ] = dose if it differs, or a comment. Hits appear at their usual frequency, and some 4% of all compounds hit somewhere here.

SMILES	SIRT5 block	ERp5 block	Statin myotox sup	Cneo AK release	ARNT TACC3 PPI	esBAF inh	miR-122 sensor
Cc1cc(C2C(C#N)=C(N)OC3=C2C(=O)CC(C)(C)C3)c(C)s1 (stereo unspecified)	.	.	-4	-2	-10	-4	-1
Cc1ccc(Nc2oc(C)nc2C#N)cc1	.	.	11	.	2	14	2
O=C(COC(=O)c1cccc(S(=O)(=O)N2CCCC2)c1)NCc1ccccc1	-2	2	.	.	0	.	.
Cc1c(Cc2ccccc2)c(=O)oc2cc(OCC(=O)N[C@@H](Cc3ccccc3)C(=O)O)ccc12	-21	-2	0	3	-7	-1	4
CS(=O)(=O)N1CCN=C1SCc1ccc(Br)cc1	-2	-7	3	-1	-2	-4	2
N#Cc1cccc(-c2ccc3c(c2)[C@H]2[C@H](CCN2S(=O)(=O)c2cccc(F)c2)[C@@H](CO)N3)c1	5	-1	6	8	6	-4	46[16.7 µM]
O=C(Cc1ccccn1)c1ccc(Cl)cc1	.	-5	-5	-1	-9	100*	.
CCOC(=O)C/C(=N\Nc1ncnc2ccccc12)c1ccccc1	2	-2	-4	-1	7	43*	.
C/C(N)=C(/C#N)C(=O)CSc1n[nH]c(-c2cccs2)n1	0	5	.	-1	-7	.	.
CCN(Cc1cc2cc(C)ccc2[nH]c1=O)C(=O)c1cccc(OC)c1	.	.	24	3	-9	-11	2
Nc1nnc(SCC(=O)Nc2ccc(Cl)c(C(=O)O)c2)s1	17*	3	.	.	-1	.	.
CC(OC(=O)Cc1c[nH]c2ccccc12)C(=O)Nc1ccc(S(N)(=O)=O)cc1 (stereo unspecified)	4	-2	5	-2	-5	.	2
O=C1C(Cl)=C(Nc2ccccc2)C(=O)c2ccccc21	.	3	.	0	2	.	-32
CCOc1cc(/C=C2/SC(=S)NC2=O)ccc1OC(=O)c1ccco1	-4	8	-3	.	18	7	-2
CCOC(=O)CNC(=O)CSc1nnc(Cn2c(=O)sc3ccccc32)n1-c1ccccc1C	.	.	5	0	-3	-5	.
CCc1ccc(/C=C2/SC(=S)N(CCC(=O)NCCCN3CCOCC3)C2=O)cc1	-3	8	2	2	2	-1	-19
COCc1cn(CC[C@@H]2CC[C@@H](NC(=O)Nc3ccc4c(c3)OCO4)[C@@H](CO)O2)nn1	0&-3	-10&5	-2	4	-5	-3	.
CCC1(O)CC2CN(CCc3c([nH]c4ccccc34)C(C(=O)OC)(c3cc4c(cc3OC)N(C=O)C3C(O)(C(=O)OC)C(OC(C)=O)C5(CC)C=CCN6CCC43C65)C2)C1 (stereo unspecified)	2	11	.	.	2	.	39
COc1ccc(C(=O)Nc2ccc3c(c2)OC[C@H](C)N(C(C)=O)C[C@H](C)[C@@H](OC)CN(C)C3=O)cc1	0	2	-7	6	2	-4	2[16.7 µM]
O=C(C[C@H]1CC[C@@H]2[C@H](COC[C@H](O)CN2S(=O)(=O)c2ccccc2)O1)NCC1CCCCC1	4	-4	-5	-1	-11	-5	-2[16.7 µM]
COc1cc2c(cc1OC)[C@@H](Cc1ccc(OCCC#N)cc1)N(C)CC2	-1	-7	-10	3	8	-1	-6
C[C@H]1CN([C@@H](C)CO)C(=O)Cc2cc(NC(=O)c3ccncc3)ccc2O[C@H]1CN(C)C(=O)Nc1ccccc1	-3	1	-7	-3	-2	-3	-4[16.7 µM]
COC(=O)C(O)(CC(=O)Nc1ccc(OC)cc1)C(F)(F)F (stereo unspecified)	.	.	-15	0	0	-7	-2
COc1ccccc1NC(=O)CSc1nc2ncccc2[nH]1	-1	5	0	2	-4	3	0
CCC(C)NC(=O)c1cn(CC)c2cc(N3CCN(C(=O)c4ccco4)CC3)c(F)cc2c1=O (stereo unspecified)	-7	2	-23	-3	-1	9	.

Quoted from above for reference:
SMILES	SIRT5 block	ERp5 block	Statin myotox sup	Cneo AK release	ARNT TACC3 PPI	esBAF inh	miR-122 sensor
Cc1cc(C2C(C#N)=C(N)OC3=C2C(=O)CC(C)(C)C3)c(C)s1 (stereo unspecified)	.	.	-4	-2	-10	-4	-1
Cc1ccc(Nc2oc(C)nc2C#N)cc1	.	.	11	.	2	14	2
O=C(COC(=O)c1cccc(S(=O)(=O)N2CCCC2)c1)NCc1ccccc1	-2	2	.	.	0	.	.

More compounds
SMILES	SIRT5 block	ERp5 block	Statin myotox sup	Cneo AK release	ARNT TACC3 PPI	esBAF inh	miR-122 sensor
O=C(c1ccc(F)cc1)C1CCN(C(=O)Nc2ccc(F)cc2)CC1	.	.	.	0	-8	.	1
COc1ccc(CCNS(=O)(=O)c2ccc(C3CNC(=O)C3)cc2)cc1OC (stereo unspecified)	-1	6	-29	-2	1	-8	-2
COc1ccc(NC(=O)Nc2ccc3c(c2)CC(=O)N([C@@H](C)CO)C[C@@H](C)[C@H](CN(C)C(=O)Nc2ccc4c(c2)OCO4)O3)cc1	2	-3	3	1	-6	1	9[16.7 µM]
COc1ccccc1N1CCN(C(=O)c2c(-c3c(Cl)cccc3Cl)noc2C)CC1	.	.	15	5	1	-4	3
NS(=O)(=O)c1ccc(O)c(NC(=O)c2ccc([N+](=O)[O-])o2)c1	1	2	18	-1	4	-12	-7
COc1ccc(C(=O)N/C(=C\c2ccccc2)C(=O)Nc2cccc(C(=O)O)c2)cc1	-6	3	18	0	-7	3	3
CCOc1ccc(-c2noc(=O)[nH]2)cc1	.	.	5	-2	2	2	-8
CCn1cc(C2N3CC4(C)CN2CC(C)(C3)C4=O)c2ccccc21 (stereo unspecified)	-7	-8	0	1	4	-3	-4
COC(=O)c1coc(-c2ccc(C)cc2)c1C(=O)OC	.	.	.	1	4	23	-4
COc1cccc(-c2sc3ccc(OC)cc3c2-c2ccc(OCCN(C)C)cc2)c1	.	7	-36	6	9	-9	.
COc1ccc(NC(=O)CN(Cc2ccccc2)S(C)(=O)=O)cc1OC	2	3	.	.	0	.	.
C[C@@H]1CN([C@H](C)CO)S(=O)(=O)c2ccc(-c3ccncc3)cc2O[C@@H]1CN(C)CC1CC1	0	-146	7	-10	-2	-6	.
O=C1NC2(CCCCC2)Oc2ccccc21	.	.	-13	1	-2	1	-5
Cc1nnc(SCC(=O)N(CC(C)C)c2c(N)n(Cc3ccccc3)c(=O)[nH]c2=O)n1N	3	0	3	1	0	-5	4
CNC(=O)C[C@H]1C(=O)N(c2ccc(OC)cc2)C[C@@H]1CSC	-1	5	-2	-1	.	2	0
O=C(CCN1C(=O)c2ccccc2C1=O)Nc1sc2c(c1C(=O)NCc1ccco1)CCCC2	.	.	21	-2	-3	1	3
CCCS(=O)(=O)NC(=O)C1(C)CCN(C(=O)c2ccc(C#N)cc2)C1 (stereo unspecified)	-1	3	7	1	.	2	-1
CCc1ccc(NS(=O)(=O)c2c(C)nc3sc(CC)nn3c2=O)cc1	-1	-8	.	0	-1	4	3
O=[N+]([O-])c1cccc(OCCN2CCC(Cc3ccccc3)CC2)c1	-2	0	4	-4	-8	-9	-2
Cc1sc2nc(COC(=O)C(NC(=O)c3ccc(Cl)cc3Cl)C(C)C)[nH]c(=O)c2c1C (stereo unspecified)	-2	2	.	4	-9	.	-2
O=C(NS(=O)(=O)c1ccc(Cl)s1)c1ccccc1	.	2	8	-1	-6	-5	0
CCCC1(C(=O)OC)NC(c2ccc(OC)c(OC)c2)C2C(=O)N(c3ccc4c(c3)OCO4)C(=O)C21 (stereo unspecified)	.	.	-3	-9	3	-7	-12
COc1ccc(OC)c(S(=O)(=O)Nc2ccccc2C(=O)N2CCCCC2)c1	-1	-4	.	.	-2	.	.
CCCNC(=O)[C@@H]1[C@@H](CO)[C@@H]2Cn3c(ccc(-c4ccc(F)cc4)c3=O)[C@H]1N2C(=O)NC(C)C	-28	2	-12	0	-35	2	.
O=S(=O)(c1ccccc1)N1[C@@H](CO)[C@@H]2c3ccccc3NC[C@@H]21	6	2	-27	49	2	-3	21[16.7 µM]

The listing continues:
SMILES	SIRT5 block	ERp5 block	Statin myotox sup	Cneo AK release	ARNT TACC3 PPI	esBAF inh	miR-122 sensor
COc1ccc(CN(C)C[C@H]2Oc3c(NC(=O)Nc4ccc(C(F)(F)F)cc4)cccc3C(=O)N([C@@H](C)CO)C[C@@H]2C)cc1	6	0	-39	3	-1	4	12[16.7 µM]
C[C@H](CO)N1C[C@H](C)[C@H](CN(C)CC2CCCCC2)Oc2ccc(NC(=O)Cn3cnnn3)cc2C1=O	-2	1	-4	49	-7	0	-6[16.7 µM]
C[C@H](CO)N1C[C@H](C)[C@H](CN(C)Cc2ccc(Oc3ccccc3)cc2)Oc2ccc(NS(=O)(=O)c3ccccc3)cc2CC1=O	12	-1	1	-4	2	1	0[16.7 µM]
NCCCC[C@H]1CNC(=O)C(=O)N1CCC12CC3CC(CC(C3)C1)C2	.	1	12	0	-3	-3	20
COc1ccc(S(=O)(=O)n2oc(=O)cc2-c2ccccc2)cc1	.	.	16	2	15	-1	-2
CCNC(=O)C[C@H]1CC[C@@H]2[C@@H](COc3ccc(NC(=O)c4ccccc4)cc3C(=O)N2C)O1	0	-6	-3	1	-1	-5	50[16.7 µM]
CC1CCc2c(sc3nc(C(C)(C)C)nc(N4CCN(C(=O)CCl)CC4)c23)C1 (stereo unspecified)	-4	4	-14	6	-4	-7	-8
O=C(NCc1ccncc1)C1Cc2c(-c3ccccc3Oc3ccccc3)ccnc2O1 (stereo unspecified)	.	1	-1	1	.	-7	-15
O=S(=O)(Nc1cc(S(=O)(=O)N2CCOCC2)ccc1O)c1ccc2c(c1)OCCCO2	0	2	-12	3	3	8	4
Cc1ccccc1CSc1nc(-c2ccccc2)cc(=O)[nH]1	.	2	15	1	-4	0	-9
CCn1c(COc2ccccc2C)nnc1SCC(=O)CC(=O)Nc1ccccc1OC	.	.	15	0	-1	-2	71
C[C@@H]1CN([C@@H](C)CO)C(=O)CCCn2nncc2CO[C@H]1CN(C)Cc1ccc(-c2ccccc2)cc1	-6&-2	9&0	16&43&27	2&1	4	2&4&2	-4
O=C(Cn1cnc([N+](=O)[O-])n1)c1ccccc1	-2	-1	4	2	-1	1	-3
COc1ccc(NC(=S)NC(NC(=O)c2ccccc2Cl)C(Cl)(Cl)Cl)c([N+](=O)[O-])c1 (stereo unspecified)	-2	3	4	27	0	1	-3
CC(C)CC#Cc1cnc2c(c1)C(=O)N([C@@H](C)CO)C[C@@H](C)[C@@H](CN(C)Cc1cccc(F)c1)O2	1	4	-23	1	-5	0	-2[16.7 µM]
CCCNC(=O)N(C)C[C@@H]1Oc2cc(-c3ccncc3)ccc2S(=O)(=O)N([C@H](C)CO)C[C@@H]1C	-3	1	2	4	-3	5	-3[16.7 µM]
COc1cc(C(=O)Nc2ccc(-c3nnc(-c4ccco4)o3)cc2)cc(OC)c1OC	.	.	-3	-3	-2	13	-3
CCCNC(=O)N1[C@@H]2CN(C(=O)Nc3ccccc3)c3ccccc3[C@@H]2[C@@H]1CO	0	1	-3	-2	-15	13	0[16.7 µM]
N#CCSc1ccccc1NC(=O)CN1C(=O)NC(CCc2ccccc2)C1=O (stereo unspecified)	0	6	0	-1	.	5	2
CCOCc1c(C(=O)NC2CCCCCC2)oc2ccccc12	-4	1	.	.	-2	.	.
C/C=C/c1ccc2c(c1)O[C@@H](CN(C)C(=O)Cc1ccncc1)[C@H](C)CN([C@@H](C)CO)S2(=O)=O	2	-7	-10	-4	6	-2	-5[16.7 µM]
Cc1ccc(CC(=O)N2CCN(c3ccc([N+](=O)[O-])cc3)CC2)cc1	4	4	7	1	-2	0	-3
O=S(=O)(c1ccc(Br)cc1)N1CCN(Cc2ccco2)CC1	4	0	.	-4	6	.	.
CCCC(=O)NC(c1ccc(N(C)C)cc1)c1c(O)ccc2ccccc12 (stereo unspecified)	.	.	.	-1	12	.	11
O=C(/C=C/c1ccc2c(c1)OCO2)N1CCOCC1	.	.	-8	0	1	34	4
